Pf Dd2 inh – qHTS Primary assay for Inhibitors of Plasmodium falciparum Dd2 growth in vitro | P. falciparum Dd2 growth, SYBR Green, 72 h | Potency, µM (top dose mostly 28.9 µM), without a hit: top-dose activity, negative = inhibition, usual class: inhibitors | 120,000 tested, 4.3% active | AID 1347417, 2020; active = well fitted inhibition curve with a large enough effect; inconclusive = small, poorly fitted or top-dose-only effect; inactive = no such curve, though single readings can be large or run the other way;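 note: plate controls were DMSO vehicle for no effect and reference drug for full effect; nearly all actives have a fitted effect of over 65% in size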
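Infected erythrocytes (Dd2, 0.3% parasitemia, 2.5% hematocrit final) are added to compound in RPMI-1640/Albumax II medium, grown 72 h at 37C in low oxygen, then lysed with saponin/Triton-X containing SYBR Green and read by fluorescence.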
* = called active by the depositor; i = inactive; ? = inconclusive; [ ] = remark or other dose. Potency is the fitted concentration of half-maximal effect. This is a subset, so the mix of outcomes need not match the whole.

SMILES	Pf Dd2 inh
CCOc1ccc(NC(=O)CSc2ncc3c(n2)-c2cc(Cl)ccc2N(C)S3(=O)=O)cc1	12%
COC1CN(c2cccc(F)c2)C12CCN(CC1CCCCC1)CC2 (stereo not drawn)	?
Cc1noc([C@@H]2CN(S(=O)(=O)c3ccc(Cl)s3)C[C@H]2C(N)=O)n1	-3%
COc1ccc(OC)c(S(=O)(=O)N2CCCCCCNC(=O)[C@@H]3CCCC[C@@H]32)c1	?
COC(=O)[C@@H]1Cc2ncn(Cc3ccccc3)c2CN1C(=O)c1ccc(OC)cc1	?
CN1C(=O)C(CC(=O)NCC2CCN(Cc3cccc(F)c3)CC2)=C2CCCCC21 (stereo not drawn)	i
O=C(NCC1CC1)c1ccc(CN2C(=O)NC3(CCS(=O)(=O)CC3)C2=O)cc1	i
COc1ccc(CNC(=O)CSc2ncc3c(n2)-c2ccc(Cl)cc2N(Cc2ccc(F)cc2)S3(=O)=O)cc1OC	11µM*
Cc1ccccc1C(=O)N1CCC(C(NC(=O)c2cccs2)C(=O)N2CCCCC2)CC1 (stereo not drawn)	-24%
O=C(CSc1ncc2c(n1)-c1ccc(Cl)cc1N(Cc1ccccc1)S2(=O)=O)Nc1ccc(F)c(F)c1	?
CCC(=O)N1CCCCCCN(C)C(=O)[C@@H]2CCC[C@@H]21	?
CC(C)CC(=O)NC1CC(=O)N(c2ccc3c(c2)OCCO3)C1 (stereo not drawn)	41%[activator]
CCOc1ccc(C(=O)NC2CCN(c3cc(-c4ccc(F)cc4)[nH]n3)CC2)cc1OCC	?
O=C(Nc1ccccc1Cl)N1CCC(Oc2ncccc2C(=O)N2CCOCC2)C1 (stereo not drawn)	i
O=C1NCCCCCCN(C(=O)c2ccccn2)[C@H]2CCCC[C@@H]12	16%
COC1CCC(C(=O)N2CCCn3nc(C)c(-c4ccccc4Oc4ccccc4)c32)CC1 (stereo not drawn)	?
O=C(NCC1CN(C(=O)Cc2cccc(OC(F)(F)F)c2)CC12CN(c1ccccc1)C2)c1ccccc1 (stereo not drawn)	?
Cn1cc(CCCNS(=O)(=O)c2cccc(C(=O)N3CCCC3)c2)cn1	-10%
O=C(NCc1cc2ccc(F)cc2[nH]c1=O)C1CC2(CCNCC2)CN1 (stereo not drawn)	-6%
N#Cc1cccc(Nc2ncnc3c2cnn3-c2cccc(Cl)c2)c1	i
CC(=O)c1cccc(NC(=O)C(C)n2c(=O)cc(C)c3c(C)nn(-c4ccccc4)c32)c1 (stereo not drawn)	-18%
COCC1CN(C(C)=O)CC12CCN(C(=O)COc1cccc(C)c1)CC2 (stereo not drawn)	i
CC(=O)N1c2ccccc2C(=O)C1N1CCN(c2ccccc2)CC1 (stereo not drawn)	i
O=C(CSc1ncc2c(n1)-c1cc(Cl)ccc1N(Cc1ccccc1F)S2(=O)=O)Nc1cccc(C(F)(F)F)c1	?
O[C@@H]1C[C@@H](c2nc(Cc3ccc(F)cc3Cl)no2)N(Cc2ccc(OC(F)(F)F)cc2)C1	7.9µM*
CN1C(=O)C(CC(=O)NCCc2nc(-c3cccnc3)n[nH]2)N(C)C1=O (stereo not drawn)	?
Cc1nn2c(-c3ccco3)ccnc2c1-c1ccc(Br)cc1	22%
Cc1ccc(CSc2ncc(Cl)c(C(=O)NCc3ccccc3)n2)cc1	15%
O=C(Cn1nc2c(cc1=O)CCCC2)Nc1nc(-c2ccc3c(c2)OCCCO3)cs1	5%
COc1ccc2c(c1)CN(Cc1ccccc1)CC[C@H]1COC(=O)N21	-10%[44.1 µM]
CC(C)C(=O)Nc1ccccc1OCc1cc(=O)n2ccccc2n1	43%[activator]
CCN1CCN(c2cc3c(cc2F)c(=O)c(S(=O)(=O)c2ccccc2)cn3C)CC1	-5%
Cc1cc(C)cc(NC(=O)CN(c2cccc(C)c2C)S(=O)(=O)c2ccccc2)c1	i
Cc1[nH]ncc1CNC(=O)C1CCN(c2cnn(CC3CC3)c(=O)c2)C1 (stereo not drawn)	-19%
FC(F)(F)CN1C2CCC1CN(c1ncc(C(F)(F)F)cn1)C2	31%[activator]
Cc1ncc2c(n1)C[C@@H]1CC[C@H]2N1C(=O)Nc1ccc2c(c1)OCCO2	-15%
Cc1noc([C@@H]2CN(C(=O)c3ccc(Br)o3)C[C@H]2CO)n1	14%
CCOc1ccc(NC(=O)c2cc3c(N4CCSCC4)nc(C)cn3n2)cc1	-7%
COc1ccc(C(=O)N2CCC3(CC2)NC(=O)N(c2ccccc2)N3)cc1	7%
CNC(=O)c1ccc2c(c1)NC(C)(CNc1ccccc1)CO2 (stereo not drawn)	i
O=C(c1ccccn1)N1CC(Oc2ccc(-c3noc(C4CC4)n3)cc2)C1	?
COc1ccc(CNC(=O)CSc2nc3ccccc3nc2Cc2ccccc2)cc1	8%
CC(C)CCN1CCC(N2CCN(S(=O)(=O)c3ccc4c(c3)CCCC4)CC2)C1=O (stereo not drawn)	?
O=C(NCc1cccnc1)c1ccc2c(c1)n(Cc1ccc(F)cc1)c(=O)c1ccnn12	-14%
CCOc1cccc(CNC(=O)c2cc3n(n2)CC(c2ccc4c(c2)OCO4)OC3)c1 (stereo not drawn)	i
COc1ccc(-c2nc(C)c(CCNC(=O)c3ccc(C(F)(F)F)cc3)s2)cc1OC	-30%
CCC(=O)NCc1cccnc1Oc1ccccc1OC	5%
O=C(c1ccc(Cl)cc1)N1CC2(CCCN2Cc2ccc(Cl)cc2)Cc2ccccc21 (stereo not drawn)	10µM*
COc1ccc(C(=O)N2CCN(c3cc(-c4cccs4)[nH]n3)CC2)cc1OC	i
CC(C)CN(c1ccccc1)S(=O)(=O)c1nnc(NC(=O)C2CCCCC2)s1	2%
Remaining list, next part:
SMILES	Pf Dd2 inh
COc1ccc(CN2CC3(C2)C(=O)Nc2ccccc23)cc1	?
CCn1nccc1C(=O)NCCC1CCN(C(=O)Nc2cc(F)ccc2F)CC1	-6%
CN(C)c1nc2c(c(=O)[nH]1)CCN(Cc1cc(F)cc(F)c1)CC2	-11%[5.79 µM]
COc1cccc(NC(=O)C2CCN(c3nc4ccccc4nc3C(F)(F)F)CC2)c1	12%
O=C(Nc1cccc2ccccc12)O[C@@H]1CO[C@H]2[C@@H]1OC[C@@H]2n1nnnc1-c1ccc(-c2ccccc2)cc1	?
N#Cc1cccc(NC(=O)C2CCN(S(=O)(=O)c3ccc4[nH]c(=O)ccc4c3)CC2)c1	-19%
CC(C)c1nnc(C2CN(C(=O)c3cnccn3)CC23CCOCC3)o1 (stereo not drawn)	-21%
Cc1ccc(CCNC(=O)c2ccc3[nH]c(C)c(C)c3c2)cc1	-1%
CCC(=O)N1CCc2cc(Br)cc(S(=O)(=O)N3CCC(C(=O)Nc4ccccc4F)CC3)c21	?
Cc1ccc(N2C(=O)NC(NS(=O)(=O)c3ccccc3)(C(F)(F)F)C2=O)cc1C (stereo not drawn)	i
CCOc1ccc(NC(=O)Cn2ccn3nc4c(c3c2=O)CCCCC4)cc1	34%[activator]
CCCNC(=O)c1cc(-c2ccc(F)cc2)cn1C	-20%
CC(C)c1noc(C2CCCN(C(=O)CCCc3ccccc3)CCC(=O)NCC2)n1 (stereo not drawn)	i
O=C(Nc1ccc(Cl)cc1)C1CCN(c2nc3ccccc3nc2C(F)(F)F)CC1	-26%
CNC(=O)[C@@H]1C[C@H](n2cc(CN(C)C(=O)NCC3CCCCC3)nn2)CN1	?
CCC(C)NC(=O)N1CC(Oc2ccccc2-c2nc(-c3ccccc3)no2)C1 (stereo not drawn)	?
CCc1ccc(C(=O)N2[C@@H]3CC[C@H]2CC(NC(=O)c2ccncc2)C3)cc1 (stereo partly drawn)	-14%
O=C(Cc1ccc(Cl)cc1)N1CCC(c2n[nH]c(=O)n2Cc2ccc(F)cc2)CC1	?
COCCNC(=O)[C@H]1C[C@H](Oc2ccccc2)CN1C(=O)CC1CCCC1	-18%
Oc1ccc(Nc2nc3ccccc3n3cnnc23)cc1	?

Taken from the results shown (13 entries):
SMILES	Pf Dd2 inh
Cc1ccc(CCNC(=O)c2ccc3[nH]c(C)c(C)c3c2)cc1	-1%
CCC(=O)N1CCc2cc(Br)cc(S(=O)(=O)N3CCC(C(=O)Nc4ccccc4F)CC3)c21	?
Cc1ccc(N2C(=O)NC(NS(=O)(=O)c3ccccc3)(C(F)(F)F)C2=O)cc1C (stereo not drawn)	i
CCOc1ccc(NC(=O)Cn2ccn3nc4c(c3c2=O)CCCCC4)cc1	34%[activator]
CCCNC(=O)c1cc(-c2ccc(F)cc2)cn1C	-20%
CC(C)c1noc(C2CCCN(C(=O)CCCc3ccccc3)CCC(=O)NCC2)n1 (stereo not drawn)	i
O=C(Nc1ccc(Cl)cc1)C1CCN(c2nc3ccccc3nc2C(F)(F)F)CC1	-26%
CNC(=O)[C@@H]1C[C@H](n2cc(CN(C)C(=O)NCC3CCCCC3)nn2)CN1	?
CCC(C)NC(=O)N1CC(Oc2ccccc2-c2nc(-c3ccccc3)no2)C1 (stereo not drawn)	?
CCc1ccc(C(=O)N2[C@@H]3CC[C@H]2CC(NC(=O)c2ccncc2)C3)cc1 (stereo partly drawn)	-14%
O=C(Cc1ccc(Cl)cc1)N1CCC(c2n[nH]c(=O)n2Cc2ccc(F)cc2)CC1	?
COCCNC(=O)[C@H]1C[C@H](Oc2ccccc2)CN1C(=O)CC1CCCC1	-18%
Oc1ccc(Nc2nc3ccccc3n3cnnc23)cc1	?

More structures
SMILES	Pf Dd2 inh
COc1cccc(N2CC(C(=O)N3CCC(C(=O)NCc4cccc(F)c4)C3)NC2=O)c1 (stereo not drawn)	?
CCN(CC)C(=O)C[C@@H]1c2nc(NC(=O)c3cccs3)sc2C[C@@H]2[C@](C)(CO)[C@H](O)CC[C@]21C	4µM*
COc1ccc(CCNC(=O)c2c[nH]n3c(=O)c(Cc4ccccc4Cl)c(C)nc23)cc1OC	10µM*
O=C(NC[C@H]1O[C@@H](CO)[C@@H](O)[C@H]1N1CCOCC1)c1ccco1	26%[44.1 µM]
COc1ccc(C)cc1NC(=O)Cc1c(C(=O)O)c(C)cn1C	7%
CCOC(=O)C1=C(C)N=C2SC=C(CC(=O)N3CCC(C)CC3)N2C1c1ccc(C)cc1C (stereo not drawn)	?
COc1ccc(-c2cc(C(=O)N3CCCCC3C)no2)cc1OC (stereo not drawn)	?
Cc1ccc(C)c(NC(=O)N2CC=C(c3c[nH]c4ccccc34)CC2)c1	4µM*
COc1ccccc1Nc1nn2c(=O)c3ccc(C(=O)N4CCCC(C)C4)cc3nc2s1 (stereo not drawn)	i
O=C(O)CCC(=O)N1Cc2[nH]cnc2C[C@H]1c1nc(-c2ccc(OC(F)(F)F)cc2)no1	6%
COC1C(=O)N(C2CCN(C(=O)c3ccccn3)CC2)C12CCOCC2 (stereo not drawn)	-7%
CCCN1CCc2nc(N3CCN(CC)CC3)ncc2C1	2%
COc1ccc(C2Cn3cnc(C(=O)N4CCC(C(=O)Nc5ccc(C)cc5)CC4)c3CO2)cc1 (stereo not drawn)	-20%
N#Cc1cccc(NC(=O)C2CCN(S(=O)(=O)c3ccc4c(c3)CCCN4C(=O)C3CCC3)CC2)c1	?
Cc1cc2nc(CO[C@H]3CN(Cc4ccc(S(C)(=O)=O)cc4)C[C@H]3F)[nH]c2cc1C	?
CCCNC(=O)NC[C@@H]1C=C(C)[C@H](Cc2nc3ncccc3[nH]2)C[C@H]1C(C)C	i
CC(C)c1nc(CN(C)C(=O)c2cc(COc3ccccc3)[nH]n2)no1	-13%
Cc1ccc2c(C(=O)NCc3ccc(Cl)cc3Cl)cnn2c1	9%[44.1 µM]
COc1ccc(C)cc1NC(=O)CSc1nc(=O)n(Cc2ccncc2)c2c1CCC2	?
CS(=O)(=O)N1CCCC(c2nc(-c3cccnc3)no2)CCNC(=O)CC1 (stereo not drawn)	-12%
CC(C)[C@]1(O)CN(C(=O)c2ccc3c(c2)CCCO3)C[C@H]1C	-6%
CCS(=O)(=O)Nc1ccc(C(=O)NCc2cc3n(n2)CCNC3)cc1	0%
CCOC(=O)c1c(Oc2ccc(C(C)=O)cc2)nnc(-c2ccccc2)c1-c1ccccc1	5%
O=C(NCc1cccc(C(F)(F)F)c1)c1ccc(N2CC3CC(C2)[C@H]2CCCC(=O)N2C3)nc1 (stereo partly drawn)	-11%
CCN(c1ccc(C)cc1C)S(=O)(=O)c1nnc(NC(=O)CC(C)C)s1	i
CCc1noc(-c2ccc(NCc3ccccc3)c([N+](=O)[O-])c2)n1	9%
CC(C)S(=O)(=O)NCC1Cn2cccc2CN1Cc1ccccc1 (stereo not drawn)	?
CCOc1ccc(NS(=O)(=O)c2ccc3c4c(cccc24)C(=O)N3)cc1	?
CC(C)CC(=O)N1CCCN(Cc2ccc3c(c2)OCO3)c2ccccc21	?
Cc1cccn2c(Nc3ccc4c(c3)OCCO4)c(-c3ccc(Br)o3)nc12	8.9µM*
CC(=O)Nc1ccccc1-c1cn(C)c(=O)n2cc(COc3ccc(Cl)cc3)nc12	-12%[44.1 µM]
C=CCNC(=O)C[C@@H]1CCN(S(=O)(=O)c2c(C)noc2C)C[C@@H]1CC	6%[44.1 µM]
COc1cc(Cl)c(C)cc1NC(=O)c1sc2nc(C)cc(C)c2c1N	4%
COc1ccccc1NC(=O)c1sc2nc(-c3cc4cc(Cl)ccc4oc3=O)[nH]c(=O)c2c1C	46%[activator][5.79 µM]
COc1cccc([S+](=O)([O-])N2CCC3(CC(C)=NO3)C2)c1 (stereo not drawn)	-6%[44.1 µM]
O=C(c1ccc(=O)[nH]n1)N1CCc2ncnc(N3CCOCC3)c2CC1	3%
CCc1ccccc1NC(=O)CSc1nc2c(oc3ccccc32)c(=O)n1-c1ccccc1F	?

Shown as labelled records: part of the list above.
COc1cccc([S+](=O)([O-])N2CCC3(CC(C)=NO3)C2)c1 (stereo not drawn)
  Pf Dd2 inh: -6%[44.1 µM]

C=CCNC(=O)C[C@@H]1CCN(S(=O)(=O)c2c(C)noc2C)C[C@@H]1CC
  Pf Dd2 inh: 6%[44.1 µM]

Source: PubChem
